Screens deposited in PubChem by Sanford-Burnham Center for Chemical Genomics.
H9c2 TAG inh = inhibitors of triacylglycerol accumulation | H9c2 cells, Nile Red lipid (TAG) fluorescence; cells loaded with 200 µM oleic acid | inhibition, % at 12.5 µM | hit rate 0.66% among 230,000;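 active means pattern-corrected inhibition of lipid staining of at least 50% with the nuclear-stain viability signal not falling by more than 50%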;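 further: 0% = DMSO wells and 100% = triacsin C control wells; some results filed as inactive read as strong as hits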
H9c2 TAG inh DAPI viability = second read-out of H9c2 TAG inh, no call of its own (marks repeat the call); DAPI nuclei signal change (viability), lower = more cytotoxic, %;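 whole-well DAPI fluorescence read on a plate reader as a viability signal; minus 50 percent equals half of cells still viable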
An asterisk follows results filed as active. This is a subset, so the mix of outcomes need not match the whole.

Under each structure: H9c2 TAG inh	H9c2 TAG inh DAPI viability
> O=C(c1ccc(Cl)c(S(=O)(=O)N2CCCC2)c1)N1CCCCC1
  -2	-7
> CCC(CO)Oc1cc(NC(=O)c2ccccc2N)c2ncn(C(C)C)c2c1 (configuration not stated)
  1	8
> Cc1ccc(NC(=O)CCNC(=O)c2ccc(Cl)cc2)cc1F
  28	-2
> CC(=O)NC1(c2ccccc2)CCN(CC(=O)N2CCC(C)CC2)CC1
  11	-3
> Cc1nnc(NC(=O)CSc2ccc(-c3ccco3)nn2)s1
  17	-9
> Cc1cc(NC(=O)CSc2nnc(C)n2-c2ccccc2C)no1
  11	-7
> CC1(C)C(=O)Nc2ccccc2N1C(=O)COC(=O)c1cccnc1Cl
  0	2
> O=S1(=O)CSCS(=O)(=O)C1
  -2	6
> COCC(C)n1c(SCC(=O)NC(=O)Cc2ccccc2)nc2ccccc2c1=O (configuration not stated)
  -1	-2
> NS(=O)(=O)c1ccc(NC(=S)Nc2ccc(OCc3ccccc3)cc2)cc1
  -3	-1
> CCCCCCCCOC(=O)C1=C(C)Nc2nnnn2C1c1cccs1 (configuration not stated)
  -63	20
> O=C1c2ccccc2S(=O)(=O)N1Cc1cccc(S(=O)(=O)N2CCOCC2)c1
  -1	-1
> Cc1ccc(NC(=O)COC(=O)C2CC(=O)N(Cc3ccccc3)C2)cc1S(=O)(=O)N(C)C (configuration not stated)
  2	-4
> O=C1C=CC(=O)N1Cc1ccccc1
  -2	3
> C/C(=N\NC(=O)c1nc2ccccn2c1C)c1cc2ccccc2o1
  5	-11
> CSCCCNC(=O)c1ccc(OC2CCN(C(=O)c3cccnc3)CC2)cc1
  4	-2
> COc1cc(C(=O)NCC(=O)OCC(=O)Nc2nnc(-c3ccccc3)o2)cc(OC)c1OC
  -5	0
> Cc1ccc(CSc2nccc(-c3c(C)nc4ccccn34)n2)cc1
  -60	11
> CN(CCC#N)C(=O)c1ccc(CNS(=O)(=O)c2ccc(F)cc2)cc1
  -10	-2
> COc1cc(C(=O)NNC(=O)CN2C(=O)NC3(CCCC3)C2=O)cc(OC)c1OC
  10	4
> Cn1c(N)c(C(=O)COC(=O)CCc2ccccc2)c(=O)n(C)c1=O
  -6	8
> O=C(c1cc(COc2ccc3ncccc3c2)on1)N1CCC(O)CC1
  -27	0
> O=C(O)c1cccc(S(=O)(=O)NCCC(c2ccccc2)c2ccccc2)c1
  16	-10
> Cc1ccsc1C(=CCCN1CCC[C@@H](C(=O)O)C1)c1sccc1C
  -3	4
> CCOP(=O)(OCC)c1nc(-c2ccccc2Cl)oc1N1CCOCC1
  -8	-1
> COc1ccc(C(=O)C2CCCN(C(=O)c3csc(SC)n3)C2)cc1F (configuration not stated)
  -3	-9
> O=C(C/C=N\O)Nc1ccc(Oc2ccccc2)cc1
  26	-13
> COC(=O)CC1=NN(c2nc3ccccc3s2)C(=O)/C1=C/N(C)C
  4	-5
> COc1ccc(Nc2cc(=O)n(C3CCCCC3)c(=O)[nH]2)c(OC)c1
  7	-8
> CCN(c1ccccc1)S(=O)(=O)c1ccc(Oc2ccc(C(C)=O)cc2OC)nc1
  -18	8
> CC(NC(=O)CNC(=O)Cc1cccc2ccccc12)c1ccc(S(N)(=O)=O)cc1 (configuration not stated)
  -3	10
> Cc1nc(SC(C)C(=O)NCC2CCCO2)c2cc(-c3ccccc3)sc2n1 (configuration not stated)
  15	-2
> CC1=N/C(=C/c2ccco2)C(=O)O1
  -12	2
> C=CCN1C(=O)[C@H]2CCC=C[C@H]2[C@@H]1c1cccc(C)c1
  -27	-6
> Cc1cc(C)c(NC(=O)CN(C)C(=O)C2CC(=O)N(c3cccc4ccccc34)C2)c(C)c1 (configuration not stated)
  12	4
> O=C(O)Cc1ccc(-n2cccc2)cc1
  9	1
> O=[N+]([O-])C1C(c2ccccc2)C12c1ccccc1-c1ccccc12 (configuration not stated)
  109	-92
> COc1cccc(NC(=O)CNC(=O)c2ccc(C)o2)c1
  6	-5
> Cc1ccccc1C(=O)Nc1ccc(Cl)cn1
  -4	-3
> Cn1c(=O)c2c(SCC(=O)N3CCCC3)nc(-c3ccccc3)nc2n(C)c1=O
  8	-1

4 entries from above in a different format.
O=[N+]([O-])C1C(c2ccccc2)C12c1ccccc1-c1ccccc12 (configuration not stated)
  H9c2 TAG inh: 109	H9c2 TAG inh DAPI viability: -92

COc1cccc(NC(=O)CNC(=O)c2ccc(C)o2)c1
  H9c2 TAG inh: 6	H9c2 TAG inh DAPI viability: -5

Cc1ccccc1C(=O)Nc1ccc(Cl)cn1
  H9c2 TAG inh: -4	H9c2 TAG inh DAPI viability: -3

Cn1c(=O)c2c(SCC(=O)N3CCCC3)nc(-c3ccccc3)nc2n(C)c1=O
  H9c2 TAG inh: 8	H9c2 TAG inh DAPI viability: -1

Other results:
Under each structure: H9c2 TAG inh	H9c2 TAG inh DAPI viability
> O=C(O)c1cccc(NC(=S)NC(=O)C(c2ccccc2)c2ccccc2)c1
  -12	15
> Cn1c(=O)c2c(SCC(=O)NCc3ccco3)nc(-c3ccccc3Cl)nc2n(C)c1=O
  6	6
> Cc1cc(C)n2nc(SCC(=O)Nc3ccc(S(=O)(=O)N(C)C)cc3)nc2n1
  -20	2
> CCO[C@H]1OC(C(=O)N2CCN(Cc3ccc4c(c3)OCO4)CC2)=C[C@@H](C2CCCCC2)[C@@H]1CCCO
  -19	-6
> O=C1N[C@@H](Cc2cn(S(=O)(=O)c3ccc([N+](=O)[O-])cc3)c3ccccc23)C(=O)N[C@H]1Cc1ccccc1
  -1	-1
> COc1cc(OC)cc(-c2nc(-c3cc4cc(C)ccc4nc3OC)no2)c1
  -15	6
> Cc1cc(C)c2c(N=NN(C)C)[nH]nc2n1
  -2	11
> COC(=O)c1cc(C(=O)NCCCN2CCOCC2)cc([N+](=O)[O-])c1
  9	3
> COc1ccc(SCc2noc(C(=O)NC(C)C)c2C(=O)O)cc1
  16	4
> C=CCC[C@@H](Cc1ccc(F)cc1)C(=O)OC[C@@H](Cc1c[nH]c2ccccc12)NC(=O)[C@@H](CC=C)CC(=O)NCCO
  5	-8
> S=C(NCc1ccccc1)N1CCn2cccc2C1c1ccncc1 (configuration not stated)
  -1	7
> CC1CCC(NC(=O)c2ccc(NS(=O)(=O)c3ccc4[nH]c(=O)[nH]c4c3)cc2)CC1 (configuration not stated)
  -8	7
> CCN(CC)S(=O)(=O)c1ccc(Oc2cccc(C(C)=O)c2)nc1
  -12	0
> CC(=O)Oc1cccc(N2C(=O)C3C4C=CC(C4=C(C)C)C3C2=O)c1 (configuration not stated)
  0	-3
> N#C/C(=C(/O)CSc1ncn[nH]1)c1nc2ccccc2[nH]1
  25	-4
> COc1ccccc1/C=N/NC(=O)c1ccc(CN2C(=O)c3cccc4cccc2c34)cc1
  -2	15
> CCOc1ccc(NC(=O)c2cc([N+](=O)[O-])ccc2N2CCOCC2)cc1
  16	5
> COc1ccc(C2CC(c3ccc(Cl)cc3Cl)Nc3nc(N)nn32)cc1OC (configuration not stated)
  10	0
> S=c1c2[nH]cnc2ncn1CCSc1ncnc2nc[nH]c12
  2	1
> C=CCn1c(CSCc2ccc(C)cc2)nnc1SCC(=O)NCc1ccccc1
  3	-2

The list continues.
SMILES	H9c2 TAG inh	H9c2 TAG inh DAPI viability
Cc1ccc(C2CC(c3cccs3)=NN2C(=O)c2ccc(Br)o2)cc1 (configuration not stated)	37	4
NC(=O)c1ccc(NC(=O)COC(=O)c2ccc(Br)c(S(=O)(=O)N3CCOCC3)c2)cc1	10	1
COc1ccc(C(CNC(=O)c2ccc(OC)c(S(=O)(=O)N3CCCC3)c2)N2CCCC2)cc1 (configuration not stated)	0	2
CCOC(=O)C1C(=O)C=C(c2ccc(C)cc2)CC1c1ccco1 (configuration not stated)	-15	11
CC1(C(=O)NS(=O)(=O)c2cccc(Cl)c2)CCN1C(=O)C1(c2ccccc2)CC1 (configuration not stated)	1	6
COc1ccc(NC(=O)c2ccccc2SC)c(OC)c1	-2	1
CC(=O)c1c(C)[nH]c(C(=O)CSc2nc3ccccc3c(=O)n2CCCN2CCOCC2)c1C	10	3
Cc1ccc(NC(=O)CSc2nnc(CN3CCOCC3)n2-c2ccccc2)cc1	-32	14
CCc1ccc(OCC(=O)NC(C)C)cc1	-12	1
Cc1cc(C)n(CC(C)NCc2cn[nH]c2-c2cccc3ccccc23)n1 (configuration not stated)	0	6
Cc1cc(NC(=O)C(C)C)ncc1NC(=O)c1cccc(F)c1	11	-9
CCCn1c(C(C)Nc2nc(C)cs2)nc2cc(Cl)c(Cl)cc21 (configuration not stated)	-20	1
O=C(NN1CCOCC1)c1cc(-c2ccc(Br)s2)nc2ccccc12	-5	5
Cc1ccc(C)c(NC(=O)CN(C)C(=O)c2ccc(S(=O)(=O)N(C)c3ccccc3)cc2)c1	-33	3
Fc1cccc(Cn2ccc(-c3ccc4c(c3)OCO4)n2)c1	-83	18
Cc1ccnc(NC(=O)c2cc3c(=O)oc4ccc(C)cc4c3s2)c1	13	1
COc1ccccc1-c1nn2c(C3COc4ccccc4O3)nnc2s1 (configuration not stated)	-17	12
CCc1nc2ccc(C(=O)NCc3ccc4c(c3)OCO4)cn2c1N(C)CCC(C)C	3	-9
COc1ccc(OC)c(C2N(c3cc(C)on3)C(=O)C3CCCN32)c1 (configuration not stated)	16	-5
C[C@@H]1CN([C@@H](C)CO)C(=O)c2cc(Br)cnc2O[C@@H]1CN(C)C(=O)Nc1ccc(F)cc1	-3	6
Cc1ccc(C)c(NC(=O)c2ccc3ccccc3n2)c1	-9	1
COc1ccc(OC)c(N(CC(=O)Nc2ccccc2F)S(=O)(=O)c2ccccc2)c1	-7	5
O=C(COc1ccc(Br)cc1)Nc1ccc(CN2CCOCC2)cc1	-31	7
Cc1cc(C)n(C(=O)c2c([N+](=O)[O-])c(C)nn2C)n1	-4	-1
CC(C)CN(C)C(=O)CCc1nnc(Cc2cccc(C(F)(F)F)c2)o1	-5	9
Fc1cc(NCc2ccccc2)nc(NCc2ccccc2)n1	-10	5
COc1ccc(Cl)cc1NC(=O)CSc1nc(=O)n(CCN(C)C)c2c1CCCC2	-4	4
O=C1c2cccc([N+](=O)[O-])c2C(=O)N1c1c[nH]c(=O)[nH]c1=O	-16	6
COCCCNc1nc(N)c([N+](=O)[O-])c(Nc2cc(OC)ccc2OC)n1	-15	13
O=C(O)COc1ccc(/C=N/NC(=O)c2ccccc2Br)cc1	11	2
O=C(O)c1cccc(CN2C(=O)SC(Nc3cccc4ccccc34)C2=O)c1 (configuration not stated)	-1	2
Cc1cc(C(=O)Nn2cnc3ccccc3c2=O)ccc1[N+](=O)[O-]	25	-4
O=C(Nc1ccc2c(c1)OCO2)N1CCCc2ccccc21	-4	-1
Brc1cnc2nc[nH]c2c1	-3	0
CCOC(=O)NC(c1ccccc1)C1CCCCC1=O (configuration not stated)	-5	2
CCOC(=O)C(C)n1cnc2c(nnn2-c2ccc(F)cc2)c1=O (configuration not stated)	-2	9
COc1ccc2[nH]cc(C(O)CN3CCC(C(N)=O)CC3)c2c1 (configuration not stated)	-8	1
COc1ccc(N=Cc2ccccc2O)cc1	-6	6
Cc1cccc(NC(=O)C2C3C=CC(O3)C2C(=O)O)c1C (configuration not stated)	-7	-3
COc1ccc(C=NN=C2c3ccccc3-c3ccccc32)cc1OC	12	2

A draw from above in order of SMILES length, smallest number first.
SMILES	H9c2 TAG inh	H9c2 TAG inh DAPI viability
Brc1cnc2nc[nH]c2c1	-3	0
COc1ccc(N=Cc2ccccc2O)cc1	-6	6
CCOC(=O)NC(c1ccccc1)C1CCCCC1=O (configuration not stated)	-5	2
COc1ccc2[nH]cc(C(O)CN3CCC(C(N)=O)CC3)c2c1 (configuration not stated)	-8	1

Other entries follow:
SMILES	H9c2 TAG inh	H9c2 TAG inh DAPI viability
CCOC(=O)c1oc2c(CN3CCN(C)CC3)c(O)ccc2c(=O)c1-c1ccccc1OC	-2	10
Cc1nc(NC(=O)c2cccc(Cl)c2)sc1C(=O)N1CCCCC1	20	-8
CC(=O)/C(=N/Nc1cccc(C)c1)N1CCOCC1	18	-12
O=C(NCc1ccco1)c1ccc(S(=O)(=O)N2CCOCC2)cc1	-21	1
CC(=O)Nc1ccc(Nc2nc3c(S(=O)(=O)c4ccc(C)c(C)c4)nnn3c3ccccc23)cc1	-1	50
CN(C)S(=O)(=O)c1ccc(/C(O)=C2/C(=O)C(=O)N(CCN3CCCCC3)C2c2cccnc2)cc1 (configuration not stated)	-2	-5
COc1cccc(NC(=O)CN(C)C(=O)c2sc3cc(Cl)ccc3c2Cl)c1	-13	-6
CC(CCc1ccccn1)(CCc1ccccn1)C(=O)c1ccccc1	-16	1
O=C1COc2ccc(C(=O)NC3CC3)cc2N1	-5	-4
Nc1ccn([C@@H]2O[C@H](CNC(=O)[C@@H](Cc3cn(COCc4ccccc4)cn3)NC=O)[C@@H](O)[C@H]2O)c(=O)n1	4	5
COC(=O)c1ccc(NC(=O)Cn2cnc3c(nnn3-c3cccc(OC)c3)c2=O)cc1	3	3
COc1ccc(NS(=O)(=O)c2cc(C(=O)N3CCCCCC3)ccc2C)cc1	-8	-1
CC(=NNC(=O)c1cc(C)oc1C)c1ccc(Br)s1	1	5
CCN1C(=O)[C@H]2[C@H]3CN=C(SCc4ccc(C)cc4)N3[C@@](CC)(C(=O)OC)[C@H]2C1=O	-11	13
CN1CCCC(OC(=O)c2cc(Cl)ccc2Cl)C1 (configuration not stated)	10	-13
CN(CC(=O)Nc1cccc(F)c1)CC(=O)Nc1ccccc1[N+](=O)[O-]	-18	-1
COc1ccccc1NC(=O)C(C)OC(=O)CCCOc1ccccc1 (configuration not stated)	13	-7
O=C(COC(=O)c1cccc(OC(F)F)c1)Nc1cccc(S(=O)(=O)N2CCCC2)c1	0	0
